Source: PubChem
STAT1 blocker: reduces IFN-gamma driven STAT1 reporter signal. 0.35% of 200,000 active. NIH 3T3 STAT1-luciferase reporter, luminescence. inhibition, % at 5.5 µM;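 active means inhibition above a set limit, the mean inhibition across all tested compounds plus 3 SD, cut at about 34% in these data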;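 further: 0% = IFN-gamma with DMSO and 100% = IFN-gamma with 300 µM nifuroxazide; values of inactives mirror those of a sister screen read the other way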
NF-kB neuron act: NF-kB expression increase, human neuronal cells. NF-kB reporter expression; stronger effect = higher value. fold change at 12.5 µM. 1.6% of 190,000 active. AID 1239; in the data active means fold change above about 3.3
STAT1 act: increases IFN-gamma driven STAT1 reporter signal; AID 932; 2.6% of 200,000 active; NIH 3T3 STAT1-luciferase reporter, luminescence; 100% = IFN-gamma alone, no compound; activation (% of control), % at 5.5 µM;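 active means activation above the screen-wide mean activation plus 3 SD, cut at about 130% in these data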;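 further: raw ratio to IFN-gamma control signal so 100% means no change and 0% no light; values of inactives mirror those of a sister screen read the other way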
STAT3 inh: inhibitors of IL-6 induced STAT3 signaling. U3A cells, IL-6 STAT3-luciferase reporter, luminescence; host cell line lacks STAT1. 0.89% of 190,000 active. inhibition, % at 5.5 µM;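 active means inhibition above the mean inhibition across all screened compounds plus 3 SD, cut at about 44% in these data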;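 further: 0% = DMSO only wells and 100% = 100 µM nifuroxazide control wells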
APP 5'UTR act: APP 5'UTR luciferase reporter activation | SH-SY5Y APP 5'UTR luciferase reporter, luminescence; zero percent = DMSO vehicle wells | activation, % at 2 µM | 1% of 190,000 active;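 active means activation above a set limit, based on mean plus 3 SD of controls, cut at about 140% in these data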; further: values of inactives mirror those of a sister screen read the other way
STAT3 activator: increases IL-6 driven STAT3 reporter signal; 0.91% of 190,000 active; U3A cells, IL-6 STAT3-luciferase reporter, luminescence; 100% = signal with IL-6 EC80 alone; activation (% of control), % at 5.6 µM; AID 871;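 active means activation above the screen-wide mean of compound activation plus 3 SD, cut at about 130% in these data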;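 further: 0% = background luminescence of wells with medium and substrate only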
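Test system: Human STAT1-deficient U3A cells with stable STAT3-luciferase reporter | Also added: Interleukin-6, 33 ng/mL | Timing: Compound pre-incubation 1 h before IL-6, then 6 h stimulation at 37 °C | Technique: Luciferase reporter luminescence | Read-out: Percent of IL-6-only median luminescence | Benchmarks: IL-6-only wells as 100% reference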
Hsp70 activator: transcriptional activators of Hsp70; HeLa Hsp70 promoter luciferase reporter, luminescence; scaled: vehicle 0, proteasome-inhibitor control 100%; activation, % at 10 µM; 0.04% of 200,000 active; AID 1203;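 active means activation above the mean across all tested compounds plus 3 SD, cutoff set per campaign, cut at about 5.5% in these data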;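 further: 100% = MG132 at 30 µM as the positive control and 0% = DMSO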
APP 5UTR inh: APP translation inhibition. SH-SY5Y APP 5'UTR-luciferase reporter, luminescence. inhibition, % at 2 µM. 0.82% of 190,000 active. AID 1285;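 active means inhibition above a set limit, derived from the sample mean plus 3 SD, cut at about 45% in these data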; further: values of inactives mirror those of a sister screen read the other way
RAM inhibit: blocks the yeast RAM network; AID 868; inhibition, % at 50 µM; 1.8% of 190,000 active; S. cerevisiae dse1pr::URA3 reporter, 5-FOA growth OD615, 2 d; analog-sensitive cbk1-as2 kinase mutant strain;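 active means inhibition above a set limit, 3 SD over mean compound inhibition, cut at about 8.4% in these data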;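 further: 0% = DMSO-only wells with no growth and 100% = 10 µM 1-NA-PP1 full growth; inhibition rescues growth on 5-FOA so higher OD means more RAM inhibition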
FLuc inh counter: inhibits firefly luciferase, flagging false hits in luciferase inhibition screens | AID 1006 | P08659 | ATPLite firefly luciferase biochemical luminescence, 10 min | inhibition, % at 10 µM | 1.5% of 200,000 active;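 active means inhibition above about 50% when tested at 10 µM, limit read from the data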
Target sequence (P08659 whole entry, looked up): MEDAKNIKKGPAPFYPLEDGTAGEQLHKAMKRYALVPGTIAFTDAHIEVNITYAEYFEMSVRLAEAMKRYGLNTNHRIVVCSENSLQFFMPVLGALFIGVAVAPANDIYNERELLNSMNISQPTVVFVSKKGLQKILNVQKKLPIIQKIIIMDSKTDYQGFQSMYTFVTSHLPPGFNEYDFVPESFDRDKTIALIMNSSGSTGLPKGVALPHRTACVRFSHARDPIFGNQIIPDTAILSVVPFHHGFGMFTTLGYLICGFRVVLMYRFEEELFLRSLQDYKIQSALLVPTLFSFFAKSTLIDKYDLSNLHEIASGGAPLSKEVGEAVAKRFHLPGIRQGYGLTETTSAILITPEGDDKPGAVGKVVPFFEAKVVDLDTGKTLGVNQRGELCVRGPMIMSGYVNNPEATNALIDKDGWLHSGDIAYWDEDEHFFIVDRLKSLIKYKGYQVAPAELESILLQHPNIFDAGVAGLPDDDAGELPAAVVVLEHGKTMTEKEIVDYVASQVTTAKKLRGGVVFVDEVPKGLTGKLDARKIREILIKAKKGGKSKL
* = called active by the depositor; . = no result given.

SMILES	STAT1 blocker	NF-kB neuron act	STAT1 act	STAT3 inh	APP 5'UTR act	STAT3 activator	Hsp70 activator	APP 5UTR inh	RAM inhibit	FLuc inh counter
O=C1C(Cl)=C(Nc2cccc(O)c2)C(=O)N1Cc1ccccc1	2	1.1	97	9	14	96	-0.2	-14	2.5	-8
c1ccc(-c2csc(NNC3=NCCCCC3)n2)cc1	-35	0.92	132*	-5	25	111	0.0	-25	-0.3	-4
COc1ccc(NC(=O)c2ccc(-n3c(C)ccc3C)cc2)c(OC)c1	-2	1.2	102	12	10	96	-0.2	-10	2.2	-3
CCN(CC)c1ccc(C(NC(C)=O)NC(C)=O)cc1	-2	1.2	102	0	-19	103	-0.1	19	0.9	0
COc1ccccc1CNC(=O)c1csc(Cc2ccc(Cl)cc2)n1	-2	1.1	102	-10	9	114	-0.1	-9	8.7*	-8
CCC(C)(C)c1ccc(OCCN2C(=O)NC(C)(C)C2=O)cc1	3	1.3	92	-3	.	103	1.0	.	0.6	-3
O=C(COC(=O)COc1ccccc1)Nc1ccc(OC(F)(F)F)cc1	0	1	100	-8	16	107	-0.2	-16	-0.7	-3
COc1ccc(C(=O)Nc2ccc(N3CCOCC3)cc2)cc1OC	-13	1.1	112	0	7	102	0.0	-7	0.2	14
CCCSc1nc(C)c(-c2csc(C(C#N)=C3CCCC3)n2)cc1C#N	8	1.1	93	30	4	82	-0.4	-4	8.9*	0
COc1ccc(-n2c(Cn3nnc4ccccc43)n[nH]c2=S)cc1	-4	1.1	104	-8	7	107	-0.2	-7	0.3	-1
CN(CC(=O)NCc1ccccn1)S(=O)(=O)c1ccc2ccccc2c1	-2	1.1	100	7	1	95	-0.2	-1	1.7	-5
O=C(COc1ccccc1)Nc1ccc(N2CCN(C(=O)c3ccco3)CC2)cc1	2	0.89	97	26	9	81	-0.3	-9	0.9	-6
COc1ccc(NC(=O)c2cc3sccc3n2Cc2ccc(F)cc2)cc1OC	-14	0.95	112	1	41	102	-0.2	-41	5.1	-9
N#Cc1c(N)nc(SCc2ccccc2)c(C#N)c1-c1ccco1	-9	0.97	109	24	7	83	0.1	-7	4.3	-1
COc1nc(NCCN2CCOCC2)nc(Nc2ccccc2)n1	-20	1.4	118	-12	13	110	0.0	-13	0.7	-3
COc1ccc(NC(=O)CSc2nnc(Cn3c(=O)sc4ccccc43)n2C)cc1	1	1	100	-6	17	105	-0.4	-17	1.7	1
O=C1NC(=O)c2c(NC(=O)C3CCCO3)cccc21 (stereo unspecified)	-1	1.1	97	11	-2	93	0.0	2	1.2	-5
CC(=O)c1cc(-c2ccccc2)n(CC(=O)NCc2cccs2)c1C	13	1	90	4	1	98	0.3	-1	2.1	-5
CCOC(=O)c1ccc(N2C(=O)C(CC(=O)NC)N(CCc3ccc(OC)c(OC)c3)C2=S)cc1 (stereo unspecified)	-2	1	101	3	4	104	-0.2	-4	3.7	-1
CC(=Nc1ccccc1C)C1=C(O)CSC1=O	-2	0.9	102	3	-8	104	-0.4	8	0.5	-4
O=C(COc1ncnc2ccc(Br)cc12)NCc1ccc2c(c1)OCO2	7	0.94	94	3	11	102	-0.4	-11	2.1	-6
CC(=O)NNC(=O)CCC(=O)Nc1ccccc1	5	1.1	96	-2	7	108	-0.3	-7	1.8	2
O=C(CN1CCCC1)Nc1ccc(NC(=O)Nc2ccccc2)cc1	-34	1.7	131*	1	51	102	0.4	-51	0.0	10
Cc1c(C(=O)O)sc2nc(C)n(C)c(=O)c12	7	1.2	94	-4	-4	106	-0.3	4	-0.9	-2
COc1ccc(N2CCN(C(=O)CSc3ccccc3)CC2)cc1	-1	1.5	101	11	-5	94	-0.1	5	2.1	-4
Cc1cccc(C(c2c(C)nn(-c3ccccc3)c2N)c2c(C)nn(-c3ccccc3)c2N)c1	11	0.76	90	-1	-8	101	-0.2	8	3.0	-20
O=C1COCCOCCOCCOCC(=O)NCCN1	-3	1.2	103	5	-24	101	-0.2	24	0.6	2
CCCN(CCC)CC(O)Cn1c2ccccc2c2ccccc21 (stereo unspecified)	-5	2.4	103	-6	2	107	-0.1	-2	1.4	-4
COC(=O)C1C(=O)c2c(C)noc2CC1(C)C (stereo unspecified)	0	1.1	99	5	-15	97	0.0	15	2.3	6
CN(C)c1nc(N(C)C)nc(N(C)C)n1	3	1.1	97	7	5	96	-0.1	-5	1.4	-3
COc1ccc(NC(=S)NCC2CCCO2)c(C)c1 (stereo unspecified)	-4	1.2	103	6	-6	99	-0.2	6	0.0	-9
CCCCCOc1ccc(Cn2ccnc2)cc1[N+](=O)[O-]	-5	1	104	1	-1	99	-0.3	1	0.2	-5
CCC(Sc1nc2ncnc(N)c2[nH]1)C(=O)O (stereo unspecified)	-5	0.86	105	8	-7	95	-0.3	7	2.9	-3
C=CCN(CC=C)S(=O)(=O)c1ccc(C(=O)Nc2nc3c(s2)CCc2ccccc2-3)cc1	9	1.1	93	8	7	92	-0.4	-6	2.9	-1
CCCCCCCCOC(=O)C[N+](C)(C)C/C=C(/C)Cl	13	0.85	89	1	13	97	0.1	-13	1.2	-4
CCC(C)C(=O)Nc1nc(C)c(-c2csc(Nc3ccccc3OC)n2)s1 (stereo unspecified)	-8	0.77	108	12	14	93	0.0	-14	3.2	-13
O=C1CC(N2CCN(C3CCc4ccccc4C3)CC2)C(=O)N1c1ccccc1 (stereo unspecified)	15	.	86	8	-7	96	-0.3	7	.	.
COC(=O)C(C)n1cnc2c(nnn2-c2cccc(Cl)c2)c1=O (stereo unspecified)	-12	1.3	110	16	14	91	-0.6	-14	2.1	0
COc1cc(NS(=O)(=O)c2ccc(NC(C)=O)cc2)nc(OC)n1	5	0.99	95	7	13	100	0.2	-13	1.7	-6
Cc1ccc(NC(=S)NC(=O)c2sc3ccccc3c2Cl)c(C(=O)O)c1	-18	1.2	113	9	5	97	-0.2	-5	0.1	4
Cc1ccc(NC(=O)Cn2c(=S)[nH]c3ccccc32)cc1	-9	1.1	105	-2	17	106	0.1	-17	0.7	-5
COc1cc(C(=O)NCC(C)C)cc(OC)c1OC	7	1.5	94	6	-3	95	-0.4	3	0.3	-9
COc1ccccc1NC(=O)C1CCCN(c2cc(C)nc3ncnn23)C1 (stereo unspecified)	11	1	90	12	-4	93	-0.2	4	0.6	-9
COc1ccccc1NC(=O)c1nn(-c2ccc(OC(F)(F)F)cc2)ccc1=O	-4	1.1	104	6	-5	100	-0.3	5	2.6	-6
CCOC(=O)/C(C#N)=C/c1cc2ccccc2nc1Cl	10	0.85	91	2	6	107	-0.3	-6	0.7	-9
Cc1ccc(-c2nnc(Oc3ccc(NC(=O)c4ccccc4)cc3)c3ccccc23)cc1	11	1	90	-1	-3	104	-0.4	3	4.9	-3
CCOC(=O)c1ccccc1NC(=O)N1CCn2c(C)ccc2C1CC (stereo unspecified)	3	0.77	98	3	-7	99	0.1	7	4.6	-6
O=C(CCCn1c(=O)[nH]c2ccccc2c1=O)NC1CCCCCC1	0	1.1	100	-8	-4	110	0.2	4	4.0	-4
Cc1cc(C)cc(OCC(=O)OCC(=O)c2c(N)n(C)c(=O)n(C)c2=O)c1	1	1.1	99	-1	16	107	0.2	-16	2.1	-7
COc1cccc(Nc2ncnc3nc[nH]c23)c1	-6	1.8	106	9	29	97	0.0	-29	2.5	8
CC(=O)Nc1cccc(C(=O)O)n1	0	1	99	10	16	100	-0.1	-16	-0.7	-8
N/C(=N\OC(=O)CCC1CCCCC1)c1ccc([N+](=O)[O-])cc1	-4	1.3	103	7	-2	100	-0.1	2	2.2	-1
COc1ccccc1NC(=O)CSc1nnnn1-c1ccc(C(=O)O)cc1	-5	1	104	-4	-8	105	-0.3	8	0.4	-2
Cc1cccc(C)c1NC(=O)N1C(C(=O)O)CSC1C(=O)O (stereo unspecified)	-3	2.1	103	7	-8	97	0.2	8	2.4	-4
COc1cc(CNc2cccc(C(=O)O)c2)cc(Br)c1OCC(=O)NC(C)(C)C	-1	1.1	101	-7	-6	104	-0.3	6	0.0	4
CC(C)(C)c1cc(=O)[nH]c(SCc2ccccc2)n1	10	1.1	90	5	5	98	0.0	-5	2.0	-6
Cc1ccc(SCC(=O)NCCCc2ccccc2)cc1	-12	0.92	109	-2	12	106	-0.4	-12	2.6	-2
C=CCC1(N(C(C)=O)c2ccccc2C)CCCCC1	-5	0.61	103	-2	-6	103	0.7	6	-2.5	-3
O=C(Nc1ccc(F)cc1)c1sc2cc(C(F)(F)F)cnc2c1-c1cccs1	-3	1.3	103	22	-17	85	-0.4	17	2.7	-6
CN(C)/C=C1\C(=O)N(c2ccc(Cl)cc2)CS1(=O)=O	-31	2	128	4	24	102	-0.3	-24	1.2	30

A draw from above in order of length of the SMILES, smallest number first:
SMILES	STAT1 blocker	NF-kB neuron act	STAT1 act	STAT3 inh	APP 5'UTR act	STAT3 activator	Hsp70 activator	APP 5UTR inh	RAM inhibit	FLuc inh counter
Cc1cccc(C)c1NC(=O)N1C(C(=O)O)CSC1C(=O)O (stereo unspecified)	-3	2.1	103	7	-8	97	0.2	8	2.4	-4
COc1ccccc1NC(=O)CSc1nnnn1-c1ccc(C(=O)O)cc1	-5	1	104	-4	-8	105	-0.3	8	0.4	-2
Cc1cc(C)cc(OCC(=O)OCC(=O)c2c(N)n(C)c(=O)n(C)c2=O)c1	1	1.1	99	-1	16	107	0.2	-16	2.1	-7

The list continues:
SMILES	STAT1 blocker	NF-kB neuron act	STAT1 act	STAT3 inh	APP 5'UTR act	STAT3 activator	Hsp70 activator	APP 5UTR inh	RAM inhibit	FLuc inh counter
Cn1c(=O)c2c(SC3CCCC3)nc(CC(C)(C)C)nc2n(C)c1=O	6	.	95	16	-4	91	-0.2	4	.	.
O=C(CCC(=O)NNC(=O)Nc1ccc(Cl)cc1)NCc1ccccc1	-4	1.3	105	2	-7	107	0.0	7	2.1	-6
CCNc1nc(NC(C)CC)nc(Oc2ccc(OCC)nn2)n1 (stereo unspecified)	18	1.5	82	28	18	81	-0.1	-18	0.1	-3
O=[N+]([O-])c1ccc2nc(SCc3cn4cc(Cl)ccc4n3)[nH]c2c1	-4	1.5	104	-9	14	104	-0.4	-14	0.2	4
O=C(c1ccc(Br)s1)N1CCN(C/C=C/c2ccccc2)CC1	-5	0.9	105	1	0	99	-0.2	0	-0.3	0
Cc1cccn2cc(-c3ccc(S(=O)(=O)N4CCCCC4)cc3)nc12	1	0.82	99	26	1	84	-0.2	-1	0.8	-5
C=CCn1c(-c2cc3cccc(OC)c3o2)n[nH]c1=S	-1	1.3	102	20	-10	89	-0.1	10	-0.3	4
Cc1ccc(NC(=O)NCc2ccc3c(c2)OCO3)c(C)c1	4	1.1	94	10	6	94	-0.2	-6	2.7	-4
COc1ccc(CCNC(=O)C(=O)NCCOc2ccccc2Cl)cc1OC	13	1.1	89	10	-4	92	-0.2	4	0.3	-5
O=C(COc1ccc(S(=O)(=O)N2CCCC2)cc1Cl)NCc1ccco1	-2	1.3	102	2	-21	100	-0.5	22	2.0	-3
COc1cccc(-c2csc(N3CCN(CC(=O)Nc4ccc5c(c4)OCO5)CC3)n2)c1	0	0.98	100	7	5	99	-0.2	-5	3.0	-6
CCN(CC)S(=O)(=O)c1ccc2c(c1)nc(SCC(=O)N1CCOCC1)n2-c1ccccc1OC	1	0.99	99	13	32	98	-0.2	-32	-2.0	-5

Rows are unselected, and some 7.7% of all compounds hit somewhere here.
